Screens from PubChem BioAssay.
VHR inh color: VHR1 (DUSP3) phosphatase inhibition; recombinant VHR phosphatase, colorimetric substrate read-out; inhibition, % at 20 µM; actives 0.7% (n = 50,000); in the data active = inhibition above about 60%; note: some results filed as inactive read as strong as hits
Target sequence (P51452 whole entry, looked up): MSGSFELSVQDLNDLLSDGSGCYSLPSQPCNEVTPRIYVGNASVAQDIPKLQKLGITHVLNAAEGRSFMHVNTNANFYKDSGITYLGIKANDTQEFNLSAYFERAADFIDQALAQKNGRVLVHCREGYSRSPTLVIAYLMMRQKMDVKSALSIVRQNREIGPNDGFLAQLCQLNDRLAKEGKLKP
An asterisk follows results filed as active. Not all compounds are listed. The share of hits here may be higher or lower than overall.

SMILES | VHR inh color
Cc1ccc(NS(=O)(=O)c2cccc3c2C(=O)c2ccccc2C3=O)cc1C | -22
Cc1ccc(-c2cc(C(=O)NC(C)C)c3ccccc3n2)cc1 | -14
CCC(C)(c1ccc(C=O)s1)c1ccc(C=O)s1 | 12
COc1ccc(C(C)=O)c2c(O)cccc12 | 6
COc1ccc(OCC(=O)NCCNC(=O)COc2ccc(OC)cc2)cc1 | -5
CC(C)CNC(=O)C1CN(S(=O)(=O)c2ccccc2)CCN1S(=O)(=O)c1ccccc1 (stereo unspecified) | 1
CCc1ccc(-c2[nH]c(=S)[nH]c(=O)c2C#N)cc1 | 98
O=C(Cn1cc(/C=C2/C(=O)NC(=O)N(c3cccc(F)c3)C2=O)c2ccccc21)Nc1ccccc1 | -16
CN(C)S(=O)(=O)c1ccc(C(=O)Nc2nc(-c3ccccc3)c(-c3ccccc3)s2)cc1 | -12
O=[N+]([O-])c1ccc(/C(=N\Nc2ccccc2)c2cc(O)ccc2O)cc1 | -11
Cc1ccc(NC(=O)/C=C\C(=O)O)c(C)c1 | -15
COCCOC(=O)c1c(C)oc2ccc(OCC(=O)c3ccccc3)cc12 | -24
Cc1cc(C(=O)Nc2ccc3ncccc3c2)ccc1[N+](=O)[O-] | -1
CCOc1cc(OCC)cc(C(=O)Nc2ccc(N3CCOCC3)c(Cl)c2)c1 | -5
COC(=O)CCC(=O)Oc1ccc(-c2ccccc2)cc1 | 0
c1nnc(Sc2nc(N3CCOCC3)nc(N3CCOCC3)n2)n1-c1nc(N2CCOCC2)nc(N2CCOCC2)n1 | -9
COc1cccc(NC(=S)NC(=O)c2cccs2)c1 | -5
COc1ccc(S(=O)(=O)N2CCN(Cc3cccc(OC)c3)CC2)cc1 | -5
CCOc1ccc(NC(=S)NC(NC(=O)C(c2ccccc2)c2ccccc2)C(Cl)(Cl)Cl)cc1 (stereo unspecified) | -5
COC(=O)C1=C(C)NC(=S)N(C(C)=O)C1c1ccc(Cl)cc1 (stereo unspecified) | -1
O=C(N/N=C\c1ccc(O)cc1O)C(=O)N/N=C/c1ccc(O)cc1O | -8
Cc1cccc(OCC(=O)NC(C)C)c1 | -15
CCN1C(=O)/C(=C\c2cccc(OS(=O)(=O)c3ccc(C)cc3)c2)SC1=S | -3
CCC(Oc1ccccc1)C(=O)Nc1ccncc1 (stereo unspecified) | -28
CCCc1cc(=O)oc2cc(OCC(=O)C(C)(C)C)ccc12 | 0
COc1cc2c(cc1NC(=O)c1ccccc1Br)oc1ccccc12 | -22
O=C(COc1ccc(Cl)cc1Cl)Nc1ccc(S(=O)(=O)N2CCc3ccccc32)cc1 | -13
Fc1ccc(-c2cc(-c3ccccc3)nc(N/N=C\c3ccco3)n2)cc1 | -3
COc1ccccc1CCNCc1cccc(Cl)c1 | 17
CCOC(=O)c1sc2nccc(N(C)C)c2c1N | 4
O=[N+]([O-])c1cc(-c2nnc(-c3ccc(Cl)c([N+](=O)[O-])c3)o2)ccc1Cl | -8
CCCSc1nsc(SCCC)c1C#N | 9
O=C(NCc1ccccc1)c1ccncc1 | -18
C(=N\Nc1nc(N2CCOCC2)nc(N2CCOCC2)n1)/c1ccccc1 | -6
O=C1NC(=S)N(c2ccccc2F)C(=O)/C1=C/c1ccc(Sc2ccccc2)o1 | 24
Cc1ccc(NC(=O)c2cccc(F)c2)cc1Cl | 7
CCOC(=O)C1=C(C)NC(=S)NC1c1cc([N+](=O)[O-])ccc1O (stereo unspecified) | 12
CCOc1ccc(C(=O)Nc2cc(Cl)ccc2OC)cc1OCC | -23
COc1ccc(OC)c(N(CC(=O)Nc2ccc(Oc3ccccc3)cc2)S(C)(=O)=O)c1 | -4
O=C(N/C(=C/c1cccc(Br)c1)C(=O)N1CCCCCC1)c1ccccc1 | -10

The final 3 records of the part before lead into the next:
SMILES | VHR inh color
CCOc1ccc(C(=O)Nc2cc(Cl)ccc2OC)cc1OCC | -23
COc1ccc(OC)c(N(CC(=O)Nc2ccc(Oc3ccccc3)cc2)S(C)(=O)=O)c1 | -4
O=C(N/C(=C/c1cccc(Br)c1)C(=O)N1CCCCCC1)c1ccccc1 | -10
O=c1/c(=C/c2ccccn2)sc2nc3ccccc3n12 | 2
O=c1/c(=C/c2cccc(OCCOc3ccc(Br)cc3)c2)sc2nc3ccccc3n12 | -1
Clc1ccc(-c2noc(-c3ccc(Br)cc3)n2)cc1 | -24
CC(=O)c1cc(Cc2csc(C(C)=O)c2)cs1 | -15
O=C1/C(=C/c2ccc(I)o2)SC(=S)N1c1ccc([N+](=O)[O-])cc1 | -31
O=C(COc1ccccc1)N1CCN(Cc2ccccc2)CC1 | -30
Cc1cccc(NC(=O)CN(c2cccc(Cl)c2)S(C)(=O)=O)c1 | 32
Cc1cc(NC(=O)c2ccc(Cl)cc2Cl)no1 | -19
CCc1ccccc1NC(=O)c1nn2c(c1Cl)NC(c1ccc(C)cc1)CC2C(F)(F)F (stereo unspecified) | 8
O=S(N1CCCCC1)C12CC3CC(CC(C3)C1)C2 (stereo unspecified) | -10
O=C(c1ccco1)N1CCN(C2CCC(c3ccccc3)CC2)CC1 (stereo unspecified) | -5
Cc1ccc(C(C)C)c(OCC(=O)N/N=C/c2ccc(C(=O)O)cc2)c1 | -9
COc1ccc(-c2csc(/C(C#N)=C/c3ccc(C)o3)n2)cc1OC | 14
O=C(Nc1ccccc1C#Cc1ccccc1)c1cccnc1 | -15
CCOC(=O)c1c(NC(=O)COc2ccccc2C)sc(C(=O)Nc2ccccc2F)c1C | -9
Cc1cc(C)cc(NC(=O)c2ccc(F)cc2)c1 | -6
COc1cccc(CN2CCN(Cc3ccccn3)CC2)c1 | 10
CSc1ccc(S(=O)(=O)N(CC(=O)Nc2c(C)cccc2C)c2ccc(C)cc2)cc1 | -36
O=c1c(Oc2ccc(Cl)cc2Cl)c(C(F)(F)F)oc2cc(O)ccc12 | -4
Cc1cc(C=C(C#N)C#N)c(C)n1-c1cccc(Cl)c1 | 8

Given tab-delimited: part of the list above
molecule	VHR inh color
CCOC(=O)C1=C(C)NC(=S)NC1c1cc([N+](=O)[O-])ccc1O (stereo unspecified)	12
CCOc1ccc(C(=O)Nc2cc(Cl)ccc2OC)cc1OCC	-23
COc1ccc(OC)c(N(CC(=O)Nc2ccc(Oc3ccccc3)cc2)S(C)(=O)=O)c1	-4
O=C(N/C(=C/c1cccc(Br)c1)C(=O)N1CCCCCC1)c1ccccc1	-10
O=c1/c(=C/c2ccccn2)sc2nc3ccccc3n12	2
O=c1/c(=C/c2cccc(OCCOc3ccc(Br)cc3)c2)sc2nc3ccccc3n12	-1
Clc1ccc(-c2noc(-c3ccc(Br)cc3)n2)cc1	-24
CC(=O)c1cc(Cc2csc(C(C)=O)c2)cs1	-15
O=C1/C(=C/c2ccc(I)o2)SC(=S)N1c1ccc([N+](=O)[O-])cc1	-31
O=C(COc1ccccc1)N1CCN(Cc2ccccc2)CC1	-30
Cc1cccc(NC(=O)CN(c2cccc(Cl)c2)S(C)(=O)=O)c1	32
Cc1cc(NC(=O)c2ccc(Cl)cc2Cl)no1	-19
CCc1ccccc1NC(=O)c1nn2c(c1Cl)NC(c1ccc(C)cc1)CC2C(F)(F)F (stereo unspecified)	8
O=S(N1CCCCC1)C12CC3CC(CC(C3)C1)C2 (stereo unspecified)	-10
O=C(c1ccco1)N1CCN(C2CCC(c3ccccc3)CC2)CC1 (stereo unspecified)	-5
Cc1ccc(C(C)C)c(OCC(=O)N/N=C/c2ccc(C(=O)O)cc2)c1	-9
COc1ccc(-c2csc(/C(C#N)=C/c3ccc(C)o3)n2)cc1OC	14
O=C(Nc1ccccc1C#Cc1ccccc1)c1cccnc1	-15
CCOC(=O)c1c(NC(=O)COc2ccccc2C)sc(C(=O)Nc2ccccc2F)c1C	-9
Cc1cc(C)cc(NC(=O)c2ccc(F)cc2)c1	-6
COc1cccc(CN2CCN(Cc3ccccn3)CC2)c1	10
CSc1ccc(S(=O)(=O)N(CC(=O)Nc2c(C)cccc2C)c2ccc(C)cc2)cc1	-36

The results go on.
SMILES | VHR inh color
O=S(=O)(Nc1ccc(O)cc1)c1cc(Cl)ccc1Cl | -3
O=C(Nc1ccccc1F)c1ccccc1F | -7
COC(=O)C1=C(C)NC2=C(C(=O)CCC2)C1c1ccc(OCc2ccc(F)cc2)c(OC)c1 (stereo unspecified) | 5
COCCCNC(=O)CN(c1cccc([N+](=O)[O-])c1)S(=O)(=O)c1ccccc1 | -8
O=C1CC(c2ccc(Cl)cc2)c2ccc3ccccc3c2N1 (stereo unspecified) | -5
C/C(CC(=O)Nc1ccccc1Cl)=N\NC(=O)c1ccco1 | 17
C=CCN1C(=O)/C(=C\c2ccc(-c3ccc([N+](=O)[O-])cc3Br)o2)C(=O)NC1=S | 30
CC(C)(C)NC(=O)C1CCC(C)(C(=O)O)C1(C)C (stereo unspecified) | -33
COc1ccccc1C1C(C(=O)/C=C/c2ccccc2)=C(O)C(=O)N1CCCCCC(=O)O (stereo unspecified) | -5
COc1ccccc1NC(=O)CC1S/C(=N\N=C(/C)c2ccc(F)cc2)NC1=O (stereo unspecified) | 2
COc1ccccc1NCC(=O)N/N=C/c1cc(Br)cs1 | -7
COc1ccccc1OCCNC(=O)c1ccc(Br)cc1 | 6
C/C=C/COC(=O)C1=C(C)NC(=O)NC1c1ccc(Br)cc1 (stereo unspecified) | -25
O=C(O)Cn1c(O)c(/C=C2\C=Nc3ccccc32)sc1=S | -40
Nn1c(NCc2ccccc2)nc2ccccc21 | 0
O=C(NC(N1CCCCC1)C(Cl)(Cl)Cl)c1ccc(Cl)cc1Cl (stereo unspecified) | -9
CC1=NN(C(=O)c2ccc([N+](=O)[O-])cc2)C(O)(c2ccc(Cl)cc2)C1 (stereo unspecified) | -12
CCCOC(=O)c1ccc(NC(=S)Nc2ccccc2)cc1 | 7
O=C1NN(c2ccc(I)cc2)C(=O)/C1=C\c1ccc(O)cc1O | 95
O=[N+]([O-])c1ccc(O)c(-c2nc(-c3ccccc3)c(-c3cccs3)[nH]2)c1 | 8
CCCCOc1ccccc1C1C(C(=O)OC)=C(C)N(C)C(C)=C1C(=O)OC | -12
COc1cccc(OCCNS(=O)(=O)c2ccc3ccccc3c2)c1 | -7
O=C(CSc1nnc(-c2ccccc2)n1-c1ccccc1)N/N=C/C=C/c1ccccc1 | 4
CCc1ccc(/C=C(/NC(C)=O)C(=O)O)s1 | 3
O=C(Nc1ccc(F)cc1F)c1ccc(Cl)cc1 | -15
Cc1ccc(-c2ccccc2)n1-c1cccc2cccnc12 | -3
COc1cc(NC(=O)C(=O)NCCN(C)C)c(OC)cc1Cl | -13
CC(=O)c1c(C)n(-c2ccc(Cl)cc2)c2ccc(O)cc12 | -9
CCOC(=O)c1c(C)oc2ccc(OC(=O)c3ccc(C)cc3)cc12 | -12
Cc1cc(OCc2nc(-c3ccc(Cl)cc3Cl)no2)ccc1Br | -6
Cc1ccc(/C=C/C(=O)Nc2ccc(F)cc2F)o1 | 21
CCCN1C(=O)c2ccccc2NC1c1ccccc1F (stereo unspecified) | -6
CCCOC(=O)c1c(NC(=O)c2cc3ccccc3oc2=O)sc2c1CCC(C)C2 (stereo unspecified) | -8
Cc1ccc(NC(=O)CC2Nc3ccccc3NC2=O)cc1Cl (stereo unspecified) | 63
O=C(NCc1ccccc1)NC(=O)c1ccncc1 | -14
NC(=O)NC(c1ccc(Cl)cc1)c1ccccc1Cl (stereo unspecified) | -101
O=C(O)/C=C(/c1ccccc1)C(F)(F)F | -24
COc1ccc(OC)c(/C=C2\C(=O)NC(=O)N(c3ccccc3)C2=O)c1 | -2
COc1ccc(C(N)=O)cc1NC(=O)c1ccccc1C | -6
CCc1ccc(N2C(=O)/C(=C/c3cc(C)n(-c4cccnc4)c3C)C(=O)NC2=S)cc1 | 0
COc1cc(C2NC(=S)NC(C)=C2C(=O)Nc2ccc(C)cc2)ccc1O (stereo unspecified) | -25
COc1cc(/C=C(\C#N)C(=O)NCc2ccco2)c(Br)c(Br)c1O | 7
Cc1cc(C)c(S(=O)(=O)Nc2cc(Cl)c3oc4c(c3c2)C(=O)CCC4)c(C)c1 | 2
O=C1C2=C(Nc3[nH]n(-c4ccccc4)c(=O)c3C2c2ccccc2)c2ccccc21 (stereo unspecified) | -4
CN(C)c1ccc(/C=C(\NC(=O)c2ccccc2)C(=O)Nc2ccc(Cl)cc2)cc1 | -3
O=C(O)c1c(F)c(F)c(N2CCOCC2)c(F)c1F | -7
Cc1cc(OCC(=O)Nc2ccc(Cl)cn2)ccc1Cl | -13
CCOc1cc(/C=N/NC(=O)COc2ccccc2C)cc(I)c1O | -10
O=C1C(=O)N(c2cccnc2)C(c2ccccc2[N+](=O)[O-])/C1=C(\O)c1ccc(Cl)cc1 (stereo unspecified) | 11
Cc1ccc(OCCCCN2CCC(C)CC2)cc1C | 0
O=C(/C(=N\O)n1cncn1)c1ccc(Cl)cc1Cl | -7
O=C(O)/C=C/c1cccc(NS(=O)(=O)c2cccs2)c1 | -12
COc1ccc(Br)cc1CN1CCN(Cc2cccnc2)CC1 | -24
COC(=O)C1=C(C)NC2=C(C(=O)CC(c3ccc(OC)c(OC)c3)C2)C1c1ccccc1OCc1ccccc1 (stereo unspecified) | 2
O=C(C(c1ccccc1)c1ccccc1)N1CCN(Cc2ccccc2[N+](=O)[O-])CC1 | 17
CCCOc1cccc(C2C3=C(CC(C)(C)CC3=O)Nc3ccccc3N2C(=O)CC)c1 (stereo unspecified) | -9
Cc1cc2c(cc1C)CN(c1ccc(C=Nc3cccc(Br)c3)cc1)C2 | -7
O=C1NN(c2ccc(F)c(Cl)c2)C(=O)/C1=C\c1ccco1 | 48
COc1cccc(/C=N/n2c(-c3ccccc3)n[nH]c2=S)c1 | -17
c1cc2c(cc1CCNC1C3CC4CC(C3)CC1C4)OCO2 (stereo unspecified) | -19
(listing goes on)
SMILES | VHR inh color
O=S(=O)(Nc1ccc2oc3c(c2c1)CCCC3)c1ccccc1 | 5
COc1ccccc1N(S(=O)(=O)c1ccccc1)S(=O)(=O)c1ccccc1 | 4
Cc1ccc(SCCNC(=O)c2cccc(Cl)c2)cc1 | 17
O=C(/C=C/c1cn(-c2ccccc2)nc1-c1ccc(Cl)cc1)c1cccs1 | -5
CC(C)(C)c1ccc(S(=O)(=O)Nc2ccccc2[N+](=O)[O-])cc1 | -22
Cc1c(N/C=C/C(=O)c2ccc(Br)cc2)c(=O)n(-c2ccccc2)n1C | -12
Cc1ccc(OCC(=O)Nc2ccc(C(=O)Nc3cccc(O)c3)cc2)cc1C | -7
Cc1ccc2[nH]c(C)c(CN3CCOCC3)c(=O)c2c1 | 1
